D1 agonist – activates the human D1 dopamine receptor | P21728 | HEK293 T-REx D1 cells, calcium flux, agonist mode | activation, % at 2 µM | 1% of 360,000 active | AID 504660; in the data active = activation above about 30%; note: 0% is about no effect
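Tetracycline-induced HEK293 TREx D1 cells, force-coupled to calcium signalling, were dye-loaded with a no-wash calcium kit. Compound was pin-added after a 10 s baseline. Fluorescence was read kinetically at 1 cycle/s for 180 s, with calcium rises flagged as agonism.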
TRHR PAM – allosteric enhancers of human TRH receptor; AID 493056; TRHR cells, fluo-8 calcium fluorescence, EC20 TRH enhancement; 0.66% of 360,000 active; enhancement, % at 2 µM; in the data active = enhancement above about 30%; note: 0% is about no effect
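Enhancer read-out: after compound pinning and an initial kinetic agonist-mode read, an EC20 of TRH (10 nM final) was injected and fluo-8 calcium signal (Ex 480/Em 530) followed at 1 s/cycle for 100 cycles in TRHR-expressing cells.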
RXFP1 antagonist – blocks the human relaxin receptor RXFP1 | activity change, negative = inhibition, % at 57.5 µM | 0.59% of 350,000 active | AID 1259400 | HEK293-RXFP1, relaxin-stimulated cAMP HTRF, 30 min; active compounds read low | Q9HBX9;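 active = activity change of -60% or lower, but not beyond a set lower limit; inconclusive = change between -60% and -40%, or beyond the set limit; inactive = change above -40%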; note: % is set by controls: 0 for no effect and ±100 for the full control effect
Target sequence (Q9HBX9 whole entry, looked up): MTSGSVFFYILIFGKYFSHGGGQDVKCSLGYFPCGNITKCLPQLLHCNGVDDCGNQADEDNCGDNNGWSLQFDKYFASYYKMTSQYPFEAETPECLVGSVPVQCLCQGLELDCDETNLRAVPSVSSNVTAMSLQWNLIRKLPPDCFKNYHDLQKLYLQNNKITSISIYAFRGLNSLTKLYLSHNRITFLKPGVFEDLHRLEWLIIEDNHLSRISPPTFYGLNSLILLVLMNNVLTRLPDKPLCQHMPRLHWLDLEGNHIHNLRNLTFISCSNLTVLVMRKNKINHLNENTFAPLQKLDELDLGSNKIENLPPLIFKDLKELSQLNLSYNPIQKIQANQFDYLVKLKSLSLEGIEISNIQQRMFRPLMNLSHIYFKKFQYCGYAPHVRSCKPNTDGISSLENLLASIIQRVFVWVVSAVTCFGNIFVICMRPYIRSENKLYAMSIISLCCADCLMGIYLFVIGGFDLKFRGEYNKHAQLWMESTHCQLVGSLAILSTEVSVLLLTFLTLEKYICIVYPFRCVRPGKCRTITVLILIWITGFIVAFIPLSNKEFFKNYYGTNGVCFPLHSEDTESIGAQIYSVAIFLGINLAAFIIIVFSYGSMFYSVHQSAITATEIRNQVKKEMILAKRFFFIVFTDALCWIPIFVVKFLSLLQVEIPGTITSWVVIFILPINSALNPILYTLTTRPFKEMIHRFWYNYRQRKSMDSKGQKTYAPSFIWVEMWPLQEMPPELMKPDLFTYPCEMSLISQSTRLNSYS
Apoferritin bind – candidate novel general anesthetic via apoferritin binding | Potency, µM (titrated, usually from 77.5 µM), inactives show at the highest dose activity change, negative = displacement, most hits filed as inhibitors | apoferritin/1-aminoanthracene competitive binding, fluorescence | 0.074% of 350,000 active | P02791; note: potency is the fitted concentration of half-maximal effect; % is set by controls: 0 for no effect and ±100 for the full control effect; nearly all actives have a fitted effect of over 20% in size
Target sequence (P02791 2-175 limits assumed): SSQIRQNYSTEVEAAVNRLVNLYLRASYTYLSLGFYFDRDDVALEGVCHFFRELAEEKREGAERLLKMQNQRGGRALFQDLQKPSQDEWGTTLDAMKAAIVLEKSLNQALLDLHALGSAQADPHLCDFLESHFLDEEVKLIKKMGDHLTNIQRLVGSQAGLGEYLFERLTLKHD
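Steps: apoferritin (10 uM) was premixed with half-saturated 1-AMA in PBS, compounds were pin-transferred, plates stood 10 min at room temperature, fluorescence was read at 380/535 nm, and curves were fitted with a Hill equation.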
D1 antag – antagonists of human D1 dopamine receptor; activity change, negative = inhibition, % at 10 µM; 3.2% of 360,000 active; HEK293 TREx D1 cells, calcium flux, dopamine EC80; active compounds read low; P21728; in the data active = activity change below about -30%; note: % is set by controls: 0 for no effect and ±100 for the full control effect
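Inducible Hek293 Trex D1 cells (tetracycline, overnight, 30 C). Calcium dye 30–90 min RT. Antagonist mode: EC80 dopamine added after 180 s compound read.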
D1 PAM – enhances dopamine response at the human D1 receptor | HEK293 TREx D1 cells, calcium flux, dopamine EC20 potentiation | P21728 | 0.036% of 360,000 active | potentiation, % at 10 µM; in the data active = potentiation above about 30%; note: 0% is about no effect
TRHR ag – activates the human TRH receptor; activation, % at 2 µM; 0.18% of 360,000 active; AID 493084; TRHR cells, calcium flux fluo-8, FDSS agonist mode; P34981; in the data active = activation above about 30%; note: 0% is about no effect
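In this calcium-flux screen, cells bearing human TRHR are dye-loaded with fluo-8, baselined for 10 cycles, then exposed to library compounds; positive kinetic calcium responses during the agonist phase mark hits, with TRH as control.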
D2 potentiator – positive allosteric modulators of human D2 dopamine receptor; HEK293 T-REx D2, calcium flux, EC20 dopamine potentiation; potentiation, % at 10 µM; 0.34% of 340,000 active; AID 485347;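 active = potentiation over 3 SD above the plate norm, cut at about 30% in these data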; note: 0% is about no effect
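Potentiation of an EC20 dopamine calcium response measured kinetically over 180 s, after a preceding 180 s compound-only read flagging agonists. Cells: inducible Hek293 Trex D2 line, 4000/well, cultured overnight at 30 C before dye loading.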
RXFP1 ag – activates the human relaxin receptor RXFP1 | Q9HBX9 | HEK293T-RXFP1 cAMP TR-FRET, 30 min; response scale: percent of porcine relaxin response, buffer zero | Potency, µM (doses to about 57.5 µM), inactives show at the highest dose activation, hits mostly activators | 0.3% of 370,000 active | AID 2676; note: potency is the fitted concentration of half-maximal effect; % is set by controls: 0 for no effect and ±100 for the full control effect; nearly all actives have a fitted effect of over 60% in size; many of its hits are not listed in these tables
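cAMP rise read by TR-FRET after 30 min, 37C compound exposure (up to 58 uM) in RXFP1-transfected HEK293 cells with Ro 20174 present. EC50 from Hill-equation fits, with 29 nM porcine relaxin as 100% and buffer as basal.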
* hit, by the source's call; u = inconclusive; x = no result given; [ ] = remark or other dose. Unless noted, calls come from the whole dose curve; as a rule, active = well fitted curve in the direction sought with a large enough effect; inconclusive = small, poorly fitted or top-dose-only effect, or another doubt; inactive = no such curve, though single readings can be large; an effect the other way counts as inactive or inconclusive. These rows are one share of the data; count on the stated rates, not on these rows.

Structure,D1 agonist,TRHR PAM,RXFP1 antagonist,Apoferritin bind,D1 antag,D1 PAM,TRHR ag,D2 potentiator,RXFP1 ag
CC(=C/c1ccccc1)/C=N/NC(=O)c1nnn(-c2nonc2N)c1CN1CCC(C)CC1,1,21,u,1%,9,16,0.9,20,-2.4%
Cc1c(C)c2ccc(OCC(=O)N3CCC(C(=O)O)CC3)c(C)c2oc1=O,1,1,x,-9%,-8,4,0.2,-18,11%
Oc1[nH]c2ccccc2c1N=Nc1ccc(F)cc1,29,7,-9,-2%,-9,-6,6.4,8,0.7%
O=C(N[C@@H]1CCC(=O)N(CC[C@H](Sc2ccccc2)c2ccccc2)CC1)OCc1ccccc1,9,-3,x,62%[activator],10,-3,1.1,0,0.8%
COc1ccc(OC)c(CNC(=O)CCc2cn(C)c3ccccc23)c1,2,1,-2,-7%,-7,0,-0.1,1,2.6%
O=c1[nH]c(-c2cccnc2)nc2sc(-c3ccccc3)cc12,1,-3,6,-1%,15,1,1.6,2,u
Cn1c(=O)c2c(=O)cc(NNC(=O)C(C)(C)C)[nH]c2n(C)c1=O,2,5,-23,-6%,2,-3,0.2,-4,5.6%
O=C(Nc1ccc2oc(-c3ccccc3F)nc2c1)c1ccco1,0,0,-4,-22%,6,-4,1.0,5,2.3%
CC(=O)c1sc(NC(=O)CCCOc2ccc(Cl)cc2)nc1C,1,-7,-7,-3%,-17,-5,-0.4,-5,u
COc1ccc(-n2nnc(-c3nc(-c4cccs4)no3)c2N)cc1OC,0,0,7,4%,-2,0,0.1,1,16%
Cc1ccc(S(=O)(=O)NC(C)c2ccccc2)cc1[N+](=O)[O-] (centres undefined),1,58*,12,u,1,1,-0.5,-6,3.5%
CCCCNC(=O)Nc1nnc(C(C)(C)C)s1,3,5,15,-4%,-1,-5,1.9,2,4.5%
CCOC(=O)Nc1ccc2c(c1)N(C(=O)CN1CCN(CCO)CC1)c1ccccc1CC2,3,-3,5,-3%,1,-1,0.2,5,0.8%
Cn1cc(CNCc2ccc(OC(F)(F)F)cc2)c(-c2ccc3c(c2)OCCO3)n1,18,3,-7,u,-1,-4,1.2,3,-2.9%
Cc1occc1-c1n[nH]c(=S)n1CC(C)C,-2,2,-13,-8%,-25,-4,0.3,8,1.1%
Cc1ccccc1C(=O)NNC(=O)Cc1cccc2ccccc12,-1,1,-29,-7%,17,4,-0.1,3,2.0%
CC(C)(C)C(=O)/C=C/c1ccc(Oc2ccccc2)cc1,2,19,-14,1%,7,-12,-0.2,-11,1.5%
CCCCCc1cc(=O)oc2c(C(CCN3CCCC(C)C3)c3cc(OC)c(OC)c(OC)c3)c(OC)cc(OC)c12 (centres undefined),22,1,x,u,-47*,-10,-0.4,-9,2.3%
O=C(CNC(=O)c1ccco1)OCc1ccc(C(=O)c2ccccc2)cc1,7,3,-14,-19%,3,-7,-1.3,14,2.5%
COc1ccc2cc(CN(Cc3cccs3)Cc3nnnn3Cc3ccccc3)c(=O)[nH]c2c1,3,-8,-2,4%,15,5,-0.7,-10,1.9%

Copied from the list:
`Cc1ccccc1C(=O)NNC(=O)Cc1cccc2ccccc12` | D2 potentiator: 3
`O=C(N[C@@H]1CCC(=O)N(CC[C@H](Sc2ccccc2)c2ccccc2)CC1)OCc1ccccc1` | Apoferritin bind: 62%[activator]
`CC(=O)c1sc(NC(=O)CCCOc2ccc(Cl)cc2)nc1C` | TRHR PAM: -7
`CC(C)(C)C(=O)/C=C/c1ccc(Oc2ccccc2)cc1` | RXFP1 ag: 1.5%
`COc1ccc(-n2nnc(-c3nc(-c4cccs4)no3)c2N)cc1OC` | TRHR ag: 0.1
`Cc1c(C)c2ccc(OCC(=O)N3CCC(C(=O)O)CC3)c(C)c2oc1=O` | D2 potentiator: -18
`O=c1[nH]c(-c2cccnc2)nc2sc(-c3ccccc3)cc12` | D2 potentiator: 2

6 of the entries above in order of the RXFP1 ag value, falling:
Compound	RXFP1 ag
COc1ccc(-n2nnc(-c3nc(-c4cccs4)no3)c2N)cc1OC	16%
CCCCNC(=O)Nc1nnc(C(C)(C)C)s1	4.5%
COc1ccc2cc(CN(Cc3cccs3)Cc3nnnn3Cc3ccccc3)c(=O)[nH]c2c1	1.9%
Cc1occc1-c1n[nH]c(=S)n1CC(C)C	1.1%
Oc1[nH]c2ccccc2c1N=Nc1ccc(F)cc1	0.7%
Cn1cc(CNCc2ccc(OC(F)(F)F)cc2)c(-c2ccc3c(c2)OCCO3)n1	-2.9%

The listing continues.
Structure,D1 agonist,TRHR PAM,RXFP1 antagonist,Apoferritin bind,D1 antag,D1 PAM,TRHR ag,D2 potentiator,RXFP1 ag
CC1(CCc2ccccc2)NC(=O)N(CC(=O)O)C1=O (centres undefined),7,1,7,-4%,29,-4,0.4,-5,-0.5%
CCOC(=O)/C=C/[C@H]1CC2(CCO1)SCCCS2,-2,-1,x,x,x,1,0.4,12,1.5%
CN(C)c1ccc(C(=O)OCc2ccc(Br)cc2)cc1,2,15,-14,-6%,-14,0,1.3,-1,0.0%
C=CCOC(=O)C1=C(C)NC(=S)C(C#N)(CC=C)C1c1ccccc1Cl (centres undefined),0,-10,2,-20%,-7,-2,-1.2,4,3.0%
COCCn1nnnc1C(CC(C)C)N1CCN(C(=O)c2ccco2)CC1 (centres undefined),2,0,0,-6%,18,-1,-0.2,-10,1.4%
Cc1cccc(NC(=O)/C(C#N)=C/c2ccccc2Cl)n1,0,4,3,-3%,3,1,0.4,5,-0.1%
N#CC1=C2SCN(Cc3ccco3)CN2C(=O)CC1c1c(F)cccc1Cl (centres undefined),0,3,14,-18%,11,-2,0.2,6,6.6%
Cc1cc(C)c(NC(=O)Nc2ccc3c(c2)OCO3)c(C)c1,1,-3,8,-3%,-10,5,0.4,8,0.5%
Cc1cc(S(=O)(=O)N2CCN=C2c2ccccc2)c(C)cc1Cl,6,-1,-15,-4%,-12,-9,0.0,-1,2.5%
CC(=O)NCCC(=O)N1CCc2c([nH]c3ccccc23)C1c1cccc(C)c1 (centres undefined),2,4,-7,-7%,-6,-3,0.4,13,5.0%
Oc1ccc(Cl)cc1CNCc1ccc(F)c(F)c1,18,1,x,x,-3,-4,2.1,-18,-0.2%
O=C(CSc1ncccn1)NCc1cccc(Cl)c1,6,-5,5,-13%,6,4,0.1,-1,2.0%
CN(C(=O)COC(=O)c1ccc(S(=O)(=O)N2CCOCC2)cc1)C1CCCCC1,4,13,-18,-14%,-9,9,0.1,-3,-1.4%
O=C(CN1C(=O)NC2(CCc3ccccc32)C1=O)c1ccccc1 (centres undefined),8,0,15,-13%,4,10,0.2,17,-1.0%
Fc1ccc(NCc2nnc3n2CCCCC3)cc1,6,-1,-3,-4%,18,-8,0.7,-3,5.0%
CC(=O)C1C(=O)CC(C)(O)C(C(C)=O)C1c1ccccc1 (centres undefined),4,2,0,-9%,6,0,0.4,-4,1.0%
COc1ccc(C2C(C(=O)NCc3ccccn3)c3cc(OC)c(OC)cc3C(=O)N2C)cc1 (centres undefined),2,-1,10,2%,-4,0,0.4,1,1.3%
Cc1ccc(Nc2nc3ccccc3c3nncn23)c(Cl)c1,0,0,-2,-11%,0,1,0.5,-3,-0.9%
CCCCCn1c(=O)[nH]c2cc(C(=O)NCCN(CC)CC)ccc2c1=O,2,2,-10,-13%,10,4,-0.1,8,1.6%
CC1(c2nnc(Cc3ccccc3)o2)CC(c2cccc([N+](=O)[O-])c2)=NO1 (centres undefined),6,-4,x,x,-28,-1,0.1,-8,1.0%

Next part, starting with the last 2 of the part before.
Structure,D1 agonist,TRHR PAM,RXFP1 antagonist,Apoferritin bind,D1 antag,D1 PAM,TRHR ag,D2 potentiator,RXFP1 ag
CCCCCn1c(=O)[nH]c2cc(C(=O)NCCN(CC)CC)ccc2c1=O,2,2,-10,-13%,10,4,-0.1,8,1.6%
CC1(c2nnc(Cc3ccccc3)o2)CC(c2cccc([N+](=O)[O-])c2)=NO1 (centres undefined),6,-4,x,x,-28,-1,0.1,-8,1.0%
CN(C)S(=O)(=O)N(CC(=O)Nc1ccc2ccccc2c1)c1ccccc1,1,-8,-8,2%,-1,-4,0.2,-4,-1.0%
COc1ccc2c(C(=O)CN3CCSCC3)c[nH]c2c1,1,5,-9,-15%,4,-2,-0.1,15,-0.2%
Cc1ccc(OCc2n[nH]c(=S)n2N)cc1C,1,-1,-18,-1%,-1,-2,0.7,x,-4.9%
Cc1noc(C)c1COC(=O)CCN1c2ccccc2Sc2ccccc21,1,-6,-4,76%[activator],-18,-5,-0.1,-10,3.7%
